Screening results: PubChem BioAssay, National Center for Advancing Translational Sciences (NCATS)
LmPK inh: blocks Leishmania mexicana pyruvate kinase activity | purified LmPK, Kinase-Glo ATP luminescence, 1 h | Potency, µM (titrated, usually from 57.5 µM), for the others: top-dose activity change, negative = inhibition, usual class: inhibitors | 290,000 compounds, 0.37% hits | Q27686 | AID 1721; further: potency means the concentration at half of the fitted maximal effect
Target sequence (Q27686 whole entry, looked up): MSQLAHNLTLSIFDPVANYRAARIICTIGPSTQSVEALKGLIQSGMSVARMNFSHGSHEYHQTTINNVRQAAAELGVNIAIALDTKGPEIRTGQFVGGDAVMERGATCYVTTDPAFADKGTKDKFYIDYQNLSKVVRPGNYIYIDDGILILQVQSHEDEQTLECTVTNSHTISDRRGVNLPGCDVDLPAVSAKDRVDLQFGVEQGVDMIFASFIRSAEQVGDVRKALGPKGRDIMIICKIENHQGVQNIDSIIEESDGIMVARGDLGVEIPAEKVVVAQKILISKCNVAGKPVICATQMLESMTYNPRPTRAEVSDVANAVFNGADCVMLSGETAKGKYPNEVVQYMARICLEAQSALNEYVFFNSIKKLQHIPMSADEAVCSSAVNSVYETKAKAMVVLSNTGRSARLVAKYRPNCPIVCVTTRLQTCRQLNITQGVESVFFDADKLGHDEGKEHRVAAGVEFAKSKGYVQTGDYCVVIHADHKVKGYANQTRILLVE
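ATP generated from ADP (0.1 mM) and PEP (0.5 mM) by 0.1 nM LmPK over 1 h at room temperature (pH 7.2 imidazole buffer) was detected by coupled luciferase luminescence. Values were normalized to uninhibited and no-enzyme wells.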
HCMV antiviral: human cytomegalovirus inhibition; 410,000 compounds, 4.5% hits; HFF cells, HCMV-luciferase reporter, 72 h; hits give low values; activity change, negative = inhibition, % at 57.5 µM; in the data active means activity change below about -60%; inconclusive means no clear call, values can overlap the other calls; inactive means above about -39%
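Compounds were evaluated in HFFs infected with an HCMV luciferase reporter virus (MOI 1 PFU/cell). Luciferase in lysates collected 72 h post infection served as the replication measure.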
AmpC inh no detg: inhibitors of E. coli AmpC beta-lactamase without detergent; P00811; AmpC nitrocefin hydrolysis, absorbance 480 nm, 0.0001% Triton; Potency, µM (doses to about 57.1 µM), for inactives: top-dose activity change, negative = inhibition, usual class: inhibitors; 330,000 compounds, 0.52% hits; AID 485341;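 further: potency means the concentration at half of the fitted maximal effect; plate controls were no compound for no effect and no enzyme for full effect; nearly all actives have a fitted effect of over 20% in size; some results filed as inactive show a strong effect at the top dose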
Target sequence (P00811 whole entry, looked up): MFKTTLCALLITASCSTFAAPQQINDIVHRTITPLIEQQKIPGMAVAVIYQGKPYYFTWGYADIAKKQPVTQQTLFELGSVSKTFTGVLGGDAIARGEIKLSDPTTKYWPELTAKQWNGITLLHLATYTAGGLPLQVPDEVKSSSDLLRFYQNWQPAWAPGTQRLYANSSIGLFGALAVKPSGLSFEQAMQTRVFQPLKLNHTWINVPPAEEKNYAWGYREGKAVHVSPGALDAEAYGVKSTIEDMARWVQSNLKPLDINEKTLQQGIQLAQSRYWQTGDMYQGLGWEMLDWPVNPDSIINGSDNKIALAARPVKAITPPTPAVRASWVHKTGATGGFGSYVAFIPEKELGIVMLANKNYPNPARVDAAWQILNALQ
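20 mM phosphate pH 7.0 + 0.01% (detergent screen) or 0.0001% Triton X-100; 5.3 nM AmpC reagent; cpd preinc 15 min RT; nitrocefin (800 uM stock) to start; A480 q20 s × 4 min; Activity was normalised to no-enzyme and no-compound control wells.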
HCV inh: blocks hepatitis C virus. Huh7.5.1 HCVcc-Cre infection, luciferase reporter, 44 h. 340,000 compounds, 3.4% hits. Potency, µM (highest dose often 41.8 µM), for inactives: at the highest dose activity change, negative = inhibition, usual class: inhibitors; further: potency means the concentration at half of the fitted maximal effect
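After 44 h co-culture of compound, cells and HCVcc-Cre (~0.5 moi), substrate is added for 15 min at room temperature and luciferase measured over 15 sec. Cells were seeded at 1,000/well and pre-cultured 4 h.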
AmpC inh detg: blocks E. coli AmpC beta-lactamase in detergent assay. P00811. AmpC hydrolysis of nitrocefin, absorbance 480 nm, 0.01% Triton. Potency, µM (highest dose often 114 µM), inactives show at the highest dose activity change, negative = inhibition, actives largely listed as inhibitors. 370,000 compounds, 0.041% hits;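 further: potency means the concentration at half of the fitted maximal effect; 0% = no-compound wells and -100% = no-enzyme wells; nearly all actives have a fitted effect of over 25% in size; some results filed as inactive show a strong effect at the top dose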
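20 mM phosphate pH 7.0 + 0.01% (detergent screen) or 0.0001% Triton X-100; 5.3 nM AmpC reagent; cpd preinc 15 min RT; nitrocefin (800 uM stock) to start; A480 q20 s × 4 min; Activity was normalised to no-enzyme and no-compound control wells.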
TbPYK inhibitor: inhibitors of Trypanosoma brucei pyruvate kinase. Q57TT1. TbPYK enzyme, Kinase-Glo Plus ATP luminescence, 45 min. Potency, µM (highest dose often 76.8 µM), inactives show at the top dose activity, negative = inhibition, usual class: inhibitors. 410,000 compounds, 0.12% hits; further: potency means the concentration at half of the fitted maximal effect; nearly all actives have a fitted effect of over 50% in size
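Quantitative HTS: titrated library compounds versus trypanosomal pyruvate kinase in TEA buffer (pH 7.2) containing KCl, MgCl2, BSA and Tween-20. Reactions were initiated with ADP, 130 uM final. Kinase-Glo Plus luminescence was read after 45 min at RT.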
AMA1 RON2 block: AMA1-RON2 (P. falciparum) interaction inhibition; AlphaScreen AMA1-biotinylated RON2 peptide binding; Potency, µM (top dose mostly 58.2 µM), inactives show at the top dose activity change, negative = inhibition, most hits filed as inhibitors; 360,000 compounds, 0.2% hits; AID 720542;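 further: potency means the concentration at half of the fitted maximal effect; 0% = vehicle wells and -100% = peptide control; nearly all actives have a fitted effect of over 45% in size; some results filed as inactive show a strong effect at the top dose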
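AMA1 (3D7) with his tag at 25 nM final met compounds first, then biotinylated RON2 peptide at 25 nM; detection used donor plus acceptor beads, 10 µg/mL apiece, read by AlphaScreen after 30 min at room temperature.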
Active calls of the source: *; u = inconclusive; x = no result given; & = joins results of further samples; [ ] = another dose, or the depositor's remark. Unless noted, the call rests on the fitted dose curve; in most records, active means well fitted curve in the direction sought with a large enough effect; inconclusive means small, poorly fitted or top-dose-only effect, or another doubt; inactive means no such curve, though single readings can be large; an effect the other way counts as inactive or inconclusive. Unless noted, on the % scale 0 is the no-effect control and ±100 the full control effect.

The first 8 compounds, ahead of the listing:
SMILES	LmPK inh	HCMV antiviral	AmpC inh no detg	HCV inh	AmpC inh detg	TbPYK inhibitor	AMA1 RON2 block
Brc1cccc(-c2nnc(SCc3ccon3)n2-c2ccccc2)c1	-5.3%	-23.0	16.6%	-11.1%	u	-3.3%	0.3%
C/C=C/c1ccc(OCCN2C(=O)NC(C)(C)C2=O)c(OC)c1	6.4%	25.9	x	19.0%	5.0%	1.8%	-0.5%
CC(C)CNc1nc(Oc2ccc(=O)[nH]n2)nc(N(C)C)n1	0.9%	39.8	-22.7%	8.0%	-0.4%	-1.4%	47.6%[activator]
CC(C)c1nnc(NC(=O)CCC(=O)NCCc2ccccc2)s1	4.5%	-7.7	-6.5%	-0.9%	-1.1%	2.8%	-4.1%
CCc1noc(C)c1C(=O)Nc1sc(C(=O)N(C)C)c(C)c1C(=O)OC	-2.1%	-32.0	-11.1%	-18.8%	-12.4%	-2.0%	12.3%
O=C(NCCCO)c1ccc(CSc2nc3ccccc3[nH]2)cc1	-5.1%	-2.3	-17.5%	-6.5%	5.2%	-7.9%	11.7%
O=C(CSc1nnnn1C1CCCCC1)NCc1ccccc1	-5.1%	-5.6	-7.0%	4.6%	2.5%	-0.2%	-7.3%
S=c1[nH]nc(Cc2cccs2)n1-c1ccccc1Cl	10µM*	-26.9	-14.4%	5.3%	1.3%	u	98.5%[activator]

The whole of this part, from the first entry:
SMILES	LmPK inh	HCMV antiviral	AmpC inh no detg	HCV inh	AmpC inh detg	TbPYK inhibitor	AMA1 RON2 block
Brc1cccc(-c2nnc(SCc3ccon3)n2-c2ccccc2)c1	-5.3%	-23.0	16.6%	-11.1%	u	-3.3%	0.3%
C/C=C/c1ccc(OCCN2C(=O)NC(C)(C)C2=O)c(OC)c1	6.4%	25.9	x	19.0%	5.0%	1.8%	-0.5%
CC(C)CNc1nc(Oc2ccc(=O)[nH]n2)nc(N(C)C)n1	0.9%	39.8	-22.7%	8.0%	-0.4%	-1.4%	47.6%[activator]
CC(C)c1nnc(NC(=O)CCC(=O)NCCc2ccccc2)s1	4.5%	-7.7	-6.5%	-0.9%	-1.1%	2.8%	-4.1%
CCc1noc(C)c1C(=O)Nc1sc(C(=O)N(C)C)c(C)c1C(=O)OC	-2.1%	-32.0	-11.1%	-18.8%	-12.4%	-2.0%	12.3%
O=C(NCCCO)c1ccc(CSc2nc3ccccc3[nH]2)cc1	-5.1%	-2.3	-17.5%	-6.5%	5.2%	-7.9%	11.7%
O=C(CSc1nnnn1C1CCCCC1)NCc1ccccc1	-5.1%	-5.6	-7.0%	4.6%	2.5%	-0.2%	-7.3%
S=c1[nH]nc(Cc2cccs2)n1-c1ccccc1Cl	10µM*	-26.9	-14.4%	5.3%	1.3%	u	98.5%[activator]
CCOC(=O)CNc1nc2ccccc2n2c(C)nnc12	-0.7%	u	-5.7%	2.4%	2.8%&16.1%	-3.3%&3.5%	-1.2%
OCC1N=C(c2ccccn2)OC1c1ccccc1 (stereo not drawn)	1.9%	17.7	-22.4%	25.5%	2.8%	0.4%	11.3%
Cc1c(NC(=O)C(C)OC(=O)/C=C/c2ccccc2)c(=O)n(-c2ccccc2)n1C (stereo not drawn)	0.5%	u	-9.3%	2.7%	2.3%	-1.2%	7.5%
CCOc1ccc(NC(=O)Nc2ccc3c(c2)N(C)C(=O)CS3)cc1	6.4%	-29.3	-24.6%	u	0.4%	-4.1%	3.8%
COc1cccc(C(=O)NCCS(=O)(=O)NCCc2ccccc2)c1	x	41.6	-22.8%	4.0%	-14.8%	-0.5%	-14.8%
COc1ccc(OC)c(NC(=O)CCn2cccc2)c1	6.8%	-11.4	-17.3%	-19.8%	-9.1%	-10.8%	-4.0%
O=C(COC(=O)CCCN1C(=O)c2ccccc2C1=O)Nc1cc(Cl)cc(Cl)c1	0.3%	20.6	-32.3%	13.5%	-11.8%	-3.2%	10.6%
O=C(Cn1cnnn1)OCC(=O)c1ccc(Cl)s1	-2.0%	-22.0	-56.8%	3.1%	-3.5%	x	-9.2%
O=C(NCc1ccccc1)N(Cc1cc2cc3c(cc2[nH]c1=O)OCCO3)CC1CCCO1 (stereo not drawn)	4.3%	12.5	-9.6%	9.6%	-11.7%	-4.3%	-3.8%
CC(=O)N1CCN(S(=O)(=O)c2cccc(C(=O)N(C)Cc3ccc(C)o3)c2)CC1	x	-26.6	143.1%[activator]	27.2%	u	-19.4%	12.2%
CCOc1ccc(/C(CC)=N/NC(=O)C2(C)CC2(Br)Br)cc1 (stereo not drawn)	0.4%	-0.2	-14.2%	-4.6%	-8.6%	-8.3%	3.8%
COc1ccc(NC(=O)c2ccco2)cc1NC(=O)COc1ccc(C)c(C)c1	x	23.1	x	x	-9.6%	-1.5%	x
CC(/C=C/c1ccccc1)=N/NC(=O)CCC(=O)Nc1ccccc1C	2.7%	-17.2	-11.9%	17.3%	-10.0%	-4.4%	-6.9%
CCN(CC)C(=O)C1CCCN(Cc2cccc(Cl)c2)C1 (stereo not drawn)	x	-22.0	x	x	x	3.0%	1.3%
CCc1ccc(NC(=O)CSc2nc3c([nH]c4ccccc43)c(=O)n2-c2cccc(OC)c2)cc1	x	20.7	x	x	-7.9%	3.6%	x
O=C(c1cccc(Cl)c1)N1CCN(c2ccc3c(c2)C2CC3CCN2C(=O)OCc2ccccc2)CC1 (stereo not drawn)	x	10.4	x	x	x	4.1%	u
Cc1ccccc1C(=O)Nc1ccnn1C1CCN(CC2CC=CCC2)CC1 (stereo not drawn)	0.2%	-2.4	12.2%	x	2.5%	3.4%	24.7%
COc1ccc(NC(=O)c2cccc(N3C(=O)c4cccc([N+](=O)[O-])c4C3=O)c2)cc1	-5.8%	11.8	-28.6%	8.7%	-6.5%	-6.7%	-3.4%
Cc1ccc(NC(=O)CN(C)CC(=O)Nc2ccc(F)c(Cl)c2)cc1	2.2%	13.1	55.8%	-15.3%	u	-8.4%	-12.2%
CC(C)CCN(C(=O)CCSc1ccc(F)cc1)c1c(N)n(Cc2ccccc2)c(=O)[nH]c1=O	x	-9.3	-7.6%	-20.9%	0.0%	-2.1%	-2.0%
CCCCN1C(=O)C(O)(CC(=O)c2c(C)n[nH]c2C)c2cc(Br)ccc21 (stereo not drawn)	0.0%	-9.6	-0.6%	24.3%	u	0.8%	3.1%
Cc1ccc(NC(=O)N2CCC(C(=O)c3ccc(F)cc3)CC2)cc1	-0.8%	-27.0	-10.5%	-19.6%	u	-7.1%	-1.7%
CCCN(CCC)CCNC(=O)C1CCN(S(=O)(=O)c2cccc3nsnc23)CC1	3.1%	-21.3	-15.9%	9.3%	-13.8%	3.7%	2.5%
Cc1c(Cl)cccc1NC(=O)Cn1c(=O)n(Cc2ccco2)c(=O)c2sc3ccccc3c21	x	21.5	x	x	6.6%	-5.8%	x
Cc1ccccc1Cn1c(=O)n(CCc2ccccc2)c(=O)c2ccccc21	x	28.2	x	x	5.2%	2.6%	x
O=C(Nc1cccc(C(F)(F)F)c1)c1cccnc1NCCc1ccccc1	2.0%	-5.1	-0.5%	-17.0%	2.3%	-7.6%	46.8%[activator]
O=C(Cc1ccc(Br)cc1)NCc1ccccc1	-2.2%	-15.8	-12.8%	u	u	-15.5%	5.0%
COc1ccc2c(c1)C(=O)C(=O)N2CCS(=O)(=O)c1ccccc1	4.5%	u	-20.4%	22.8%	-0.2%	0.1%	-13.4%
Cc1nnc(NC(=O)C2CCN(c3nnnn3-c3ccccc3)CC2)s1	4.0%	9.6	-21.8%	-3.2%	-13.5%	-9.6%	-9.8%
COc1cccc(CN2CCN(Cc3ccco3)CC2)c1	-4.0%	98.3	-5.2%	16.7%	0.2%	-6.6%	u
CCN(Cc1cc2cc(C)ccc2[nH]c1=O)C(=O)c1cccc(OC)c1	1.5%	-19.5	-12.9%	u	u	-7.9%	-19.2%
CCOc1ccc(-n2c(O)c(C=Nc3ccc(N(CC)CC)cc3)c(=O)[nH]c2=O)cc1	-1.4%	9.3	-53.1%	13.8%	3.1%	-3.5%	-12.1%
Cc1cccc(N2CCN(C(=O)c3ccc4c(Cl)c5c(nc4c3)CCCC5)CC2)c1C	x	-29.4	x	x	-5.9%	-1.2%	x
Cn1nnnc1SCC(=O)NCc1ccc2c(c1)OCO2	-0.5%	-28.8	-25.4%	12.2%	-9.3%	-1.0%	13.0%
COc1cc(C(=O)Oc2ccc(C(=S)N3CCOCC3)cc2)cc(OC)c1OC	-5.0%	24.1	-4.9%	-14.1%	u	-7.9%	-3.9%
Cn1nccc1C(=O)N1CCN(c2ccccc2F)CC1	-9.5%	-6.2	10.3%	9.3%	-0.9%	-16.4%	-16.5%
Cc1c(S(=O)(=O)Nc2ccc(Br)cc2)c(=O)n(C)c(=O)n1C	-3.4%	-30.1	-2.1%	9.4%	-14.7%	-3.1%	-0.1%
CCCCNC(=O)N1CCCN(c2ccc(C#N)cn2)CC1	3.3%	-64.6*	-8.7%	7.0%	4.4%	6.9%	-10.6%
CC1CCC2(CC1)NC(=O)N(CC(=O)NCc1ccc3c(c1)OCO3)C2=O (stereo not drawn)	0.5%	u	-17.3%	12.7%	-14.2%	-2.1%	1.4%
Cc1cc(C(=O)O)n(C(C)(C)C)n1	-1.7%	55.6	-27.7%	17.4%	2.6%	-4.3%	-12.1%
CCOC(=O)c1ccc(NC(=O)CSc2nnc(C3CC3)n2CC)cc1	-1.7%	15.3	-2.6%	0.0%	u	8.7%	-5.1%
COc1ccc(CNC(=O)c2cnccn2)cc1	-4.6%	-4.4	1.2%	8.8%	11.6%	1.6%	14.4%
COc1ccc(C(C(=O)NCc2ccccc2)N(Cc2ccc3c(c2)OCO3)C(=O)c2cnccn2)cc1 (stereo not drawn)	0.6%	u	52.0%	5.1%	u	0.5%	-0.4%
O=C(Cn1ncc2c1-c1ccccc1OC2)Nc1cccc(Cl)c1	-0.3%	-36.2	-23.8%	u	u	2.3%	12.2%
COC(=O)c1ccc2c(=O)n(CCN3CCOCC3)c(SCC(=O)Nc3ccc(C)cc3)nc2c1	-2.9%	7.4	-1.8%	-8.0%	-1.9%	-5.6%	0.8%
C/C(=N\NC(=O)c1ccc(NS(=O)(=O)c2cccs2)cc1)c1ccc2ccccc2c1	0.9%	-13.8	-20.5%	u	5.4%	0.4%	42.4%[activator]
